Screening results: PubChem, Dana-Farber Cancer Institute and Novartis Institutes for BioMedical Research (Cambridge, Mass)
OTUD3 inh = inhibitors of human OTUD3 deubiquitinase | OTU domain-containing protein 3 (Homo sapiens), Q5T2D3 | purified OTUD3, Ub-rhodamine fluorescence, 2 h | inhibition, % at 25 µM | 47,000 tested, 0.7% active | AID 1645858, 2021
USP28 block = inhibitors of human USP28 deubiquitinase. Ubiquitin carboxyl-terminal hydrolase 28 (Homo sapiens), Q96RU2. purified USP28, Ub-rhodamine cleavage fluorescence, 30 min. inhibition, % at 25 µM. 47,000 tested, 3% active. AID 1645857, 2021
USP17 block = inhibitors of human USP17 deubiquitinase; Ubiquitin carboxyl-terminal hydrolase 17-like protein 5 (Homo sapiens), A8MUK1; AID 1645855, 2021; purified USP17, Ub-rhodamine cleavage fluorescence, 3 h; inhibition, % at 50 µM; 47,000 tested, 6.5% active
USP30 block = inhibitors of human USP30 deubiquitinase; inhibition, % at 25 µM; 47,000 tested, 5.3% active; AID 1645860, 2021; purified USP30, Ub-rhodamine cleavage fluorescence
UCHL1 block = inhibitors of human UCHL1 deubiquitinase; 47,000 tested, 0.2% active; purified UCHL1, Ub-rhodamine cleavage fluorescence; inhibition, % at 20 µM; Ubiquitin carboxyl-terminal hydrolase isozyme L1 (Homo sapiens), P09936
Target sequence (P09936 whole entry, looked up): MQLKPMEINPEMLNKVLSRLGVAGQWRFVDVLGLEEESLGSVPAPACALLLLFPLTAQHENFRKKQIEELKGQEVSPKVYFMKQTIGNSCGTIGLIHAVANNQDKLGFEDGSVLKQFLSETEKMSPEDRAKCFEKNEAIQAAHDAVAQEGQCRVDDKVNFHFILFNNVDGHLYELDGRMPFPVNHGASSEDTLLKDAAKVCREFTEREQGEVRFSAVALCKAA
USP7 block = inhibitors of human USP7 deubiquitinase. purified USP7, Ub-rhodamine cleavage fluorescence. inhibition, % at 20 µM. 47,000 tested, 0.3% active
USP8 block = inhibitors of human USP8 deubiquitinase. Ubiquitin carboxyl-terminal hydrolase 8 (Homo sapiens), P40818. purified USP8, Ub-rhodamine cleavage fluorescence, 30 min. inhibition, % at 20 µM. 47,000 tested, 4.2% active. AID 1645853, 2021
USP10 block = inhibitors of human USP10 deubiquitinase | purified USP10, Ub-rhodamine fluorescence, 60 min | 47,000 tested, 1.1% active | inhibition, % at 20 µM
Target sequence (Q14694 whole entry, looked up): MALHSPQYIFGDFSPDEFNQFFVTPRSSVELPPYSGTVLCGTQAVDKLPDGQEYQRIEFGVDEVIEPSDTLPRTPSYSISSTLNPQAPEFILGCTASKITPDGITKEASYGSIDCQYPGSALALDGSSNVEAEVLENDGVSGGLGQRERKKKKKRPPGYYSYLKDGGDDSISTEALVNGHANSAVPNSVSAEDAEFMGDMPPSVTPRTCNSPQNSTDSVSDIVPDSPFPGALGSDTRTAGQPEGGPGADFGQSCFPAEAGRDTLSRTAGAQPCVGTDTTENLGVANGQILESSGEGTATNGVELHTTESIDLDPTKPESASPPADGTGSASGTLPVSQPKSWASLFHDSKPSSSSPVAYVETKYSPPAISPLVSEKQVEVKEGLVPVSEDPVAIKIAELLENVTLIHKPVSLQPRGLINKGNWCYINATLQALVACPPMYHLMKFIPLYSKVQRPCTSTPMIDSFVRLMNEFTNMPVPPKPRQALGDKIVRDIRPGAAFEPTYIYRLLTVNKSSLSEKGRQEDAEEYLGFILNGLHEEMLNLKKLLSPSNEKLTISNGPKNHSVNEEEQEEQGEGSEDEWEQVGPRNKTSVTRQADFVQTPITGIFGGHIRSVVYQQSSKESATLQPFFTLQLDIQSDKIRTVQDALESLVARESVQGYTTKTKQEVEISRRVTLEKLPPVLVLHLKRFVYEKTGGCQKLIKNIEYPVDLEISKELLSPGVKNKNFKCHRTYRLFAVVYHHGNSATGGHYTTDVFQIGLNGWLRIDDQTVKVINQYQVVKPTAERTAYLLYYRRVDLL
An asterisk follows results filed as active. Rule as the data show it: active = inhibition above about 30%; inactive = the rest.

How did O=C(O)c1ccccc1C(=O)N1CCN(c2ccc(C(F)(F)F)cn2)CC1 do in these assays?
OTUD3 inh: 9; USP28 block: 3; USP17 block: 19; USP30 block: 32*; UCHL1 block: 0; USP7 block: 1; USP8 block: 15; USP10 block: 0

How did CC(C(N)C(=O)NC(C(=O)O)C1OC(c2c[nH]c(=O)[nH]c2=O)C(O)C1O)C(O)c1ccc(O)cn1 (stereo not drawn) do in these assays?
OTUD3 inh: -15; USP28 block: -6; USP17 block: -8; USP30 block: -59; UCHL1 block: -14; USP7 block: -15; USP8 block: -68; USP10 block: -6

What do the screens show for `CN1C(=O)OC[C@@H]2CCN(C(=O)Nc3cccc(Cl)c3)C[C@H]21`?
OTUD3 inh: -4; USP28 block: -4; USP17 block: 4; USP30 block: 9; UCHL1 block: -2; USP7 block: 3; USP8 block: 13; USP10 block: 1

What do the screens show for `CCCc1noc(-c2cccnc2N2CCCN(C(=O)C3CC3)CC2)n1`?
OTUD3 inh: 14; USP28 block: 8; USP17 block: 11; USP30 block: 2; UCHL1 block: 5; USP7 block: 0; USP8 block: -1; USP10 block: -1

How did COC(=O)c1sccc1Oc1ccc2c(C(F)(F)F)cc(C(F)(F)F)nc2n1 do in these assays?
OTUD3 inh: 7; USP28 block: 9; USP17 block: 18; USP30 block: 23; UCHL1 block: 2; USP7 block: 4; USP8 block: 1; USP10 block: 1

How did O=C(c1ccc(-n2cccn2)cc1)N1CCN(Cc2cc(=O)n3ccsc3n2)CC1 do in these assays?
OTUD3 inh: 9; USP28 block: 0; USP17 block: 6; USP30 block: -5; UCHL1 block: 1; USP7 block: 1; USP8 block: 16; USP10 block: -5

What do the screens show for `CCCn1c(CCC(=O)O)nc2cc(S(=O)(=O)N3CCOCC3)ccc21`?
OTUD3 inh: -5; USP28 block: -11; USP17 block: -3; USP30 block: -26; UCHL1 block: 0; USP7 block: -1; USP8 block: -36; USP10 block: -7

What do the screens show for `COc1ccccc1C(=O)Nc1cccn2nc(C3CCC3)nc12`?
OTUD3 inh: -1; USP28 block: -6; USP17 block: 2; USP30 block: 4; UCHL1 block: 0; USP7 block: -2; USP8 block: -1; USP10 block: 0

Results for COc1ccc(-n2cc(-c3cnccn3)cn2)cc1 ?
OTUD3 inh: 11; USP28 block: 15; USP17 block: 25; USP30 block: 27; UCHL1 block: 2; USP7 block: 3; USP8 block: 9; USP10 block: 2

Results for Cc1cc(C(=O)N2CCC3(CC2)CC[C@@]2(C(=O)NCC(C)C)CN(C)C[C@@H]32)no1 ?
OTUD3 inh: -6; USP28 block: -8; USP17 block: -21; USP30 block: 3; UCHL1 block: 0; USP7 block: 4; USP8 block: -45; USP10 block: 2

What do the screens show for `O=C(Nc1ccccc1N1CCOCC1)C1(c2ccc(Cl)cc2)CCC1`?
OTUD3 inh: 0; USP28 block: 1; USP17 block: -2; USP30 block: -15; UCHL1 block: 3; USP7 block: -4; USP8 block: -20; USP10 block: 5

Results for Cc1cc(N2CCCCC2)nc(N2CCN(C(=O)c3ccc4ccccc4c3)CC2)n1 ?
OTUD3 inh: -9; USP28 block: -4; USP30 block: -10; UCHL1 block: 4; USP7 block: 2; USP8 block: 0; USP10 block: 0

Results for Cc1ccccc1OCCNC(=O)CNC(=O)c1ccccc1O ?
OTUD3 inh: 3; USP28 block: 2; USP17 block: 0; USP30 block: -8; UCHL1 block: -1; USP7 block: 0; USP8 block: 5; USP10 block: 1

What do the screens show for `O=C(Nc1ccc(OC(F)(F)F)cc1)C(=O)c1cn(CC(=O)N2CCCCC2)c2ccccc12`?
OTUD3 inh: -18; USP28 block: -17; USP17 block: -32; USP30 block: -74; UCHL1 block: -4; USP7 block: -8; USP8 block: -13; USP10 block: -5

How did O=C1CC(c2ccco2)Cc2[nH]c(=O)c(-c3nc(-c4ccc(Cl)cc4)cs3)cc21 (stereo not drawn) do in these assays?
OTUD3 inh: 38*; USP28 block: -5; USP17 block: 6; USP30 block: -337; UCHL1 block: 13; USP7 block: 41*; USP8 block: 34*; USP10 block: -10

What do the screens show for `COc1ccc(NC(=O)C2CCN(C3=NS(=O)(=O)c4ccccc43)CC2)cc1`?
OTUD3 inh: 13; USP28 block: 17; USP17 block: 43*; USP30 block: 41*; UCHL1 block: 3; USP7 block: 1; USP8 block: 3; USP10 block: 4

Results for COCCNC(=O)C1c2ccccc2C(=O)N(c2ccccc2)C12CCCCC2 (stereo not drawn) ?
OTUD3 inh: 0; USP28 block: 0; USP17 block: 0; USP30 block: 1; UCHL1 block: 0; USP7 block: 0; USP8 block: -13; USP10 block: 0

Results for O=C(Cc1ccccc1)N1CCN(c2nc3c(F)cc(F)cc3s2)CC1 ?
OTUD3 inh: 6; USP28 block: 6; USP17 block: -12; USP30 block: 8; UCHL1 block: 1; USP7 block: -15; USP8 block: 7; USP10 block: 1

How did CC1(C(N)=O)CN(C(=O)CCn2nnc3ccccc32)CCO1 (stereo not drawn) do in these assays?
OTUD3 inh: 4; USP28 block: -2; USP17 block: 0; USP30 block: 0; UCHL1 block: -2; USP7 block: 2; USP8 block: 0; USP10 block: 0

How did O=S(=O)(c1ccc2ccccc2c1)N1CCc2sccc2C1 do in these assays?
OTUD3 inh: -5; USP28 block: -1; USP17 block: -2; USP30 block: -7; UCHL1 block: 2; USP7 block: 10; USP8 block: -7; USP10 block: 2

Fetched by compound from above:
How did O=C(O)c1ccccc1C(=O)N1CCN(c2ccc(C(F)(F)F)cn2)CC1 do in these assays?
OTUD3 inh: 9; USP28 block: 3; USP17 block: 19; USP30 block: 32*; UCHL1 block: 0; USP7 block: 1; USP8 block: 15; USP10 block: 0

What do the screens show for `CCCn1c(CCC(=O)O)nc2cc(S(=O)(=O)N3CCOCC3)ccc21`?
OTUD3 inh: -5; USP28 block: -11; USP17 block: -3; USP30 block: -26; UCHL1 block: 0; USP7 block: -1; USP8 block: -36; USP10 block: -7

Back to the main list; the 5 compounds before the break are reprinted first.
What do the screens show for `COc1ccc(NC(=O)C2CCN(C3=NS(=O)(=O)c4ccccc43)CC2)cc1`?
OTUD3 inh: 13; USP28 block: 17; USP17 block: 43*; USP30 block: 41*; UCHL1 block: 3; USP7 block: 1; USP8 block: 3; USP10 block: 4

Results for COCCNC(=O)C1c2ccccc2C(=O)N(c2ccccc2)C12CCCCC2 (stereo not drawn) ?
OTUD3 inh: 0; USP28 block: 0; USP17 block: 0; USP30 block: 1; UCHL1 block: 0; USP7 block: 0; USP8 block: -13; USP10 block: 0

Results for O=C(Cc1ccccc1)N1CCN(c2nc3c(F)cc(F)cc3s2)CC1 ?
OTUD3 inh: 6; USP28 block: 6; USP17 block: -12; USP30 block: 8; UCHL1 block: 1; USP7 block: -15; USP8 block: 7; USP10 block: 1

How did CC1(C(N)=O)CN(C(=O)CCn2nnc3ccccc32)CCO1 (stereo not drawn) do in these assays?
OTUD3 inh: 4; USP28 block: -2; USP17 block: 0; USP30 block: 0; UCHL1 block: -2; USP7 block: 2; USP8 block: 0; USP10 block: 0

How did O=S(=O)(c1ccc2ccccc2c1)N1CCc2sccc2C1 do in these assays?
OTUD3 inh: -5; USP28 block: -1; USP17 block: -2; USP30 block: -7; UCHL1 block: 2; USP7 block: 10; USP8 block: -7; USP10 block: 2

How did CC[C@H](C)C(=O)OC1C[C@@H](C)C=C2C=C[C@H](C)[C@H](CC[C@@H](O)C[C@@H](O)CC(=O)O)[C@H]21 (stereo partly drawn) do in these assays?
OTUD3 inh: -5; USP28 block: 7; USP17 block: -10; USP30 block: -125; UCHL1 block: 6; USP7 block: -128; USP8 block: -2; USP10 block: -3

How did Cc1cc(=O)n2c3c(c4c(cc13)c(CO)cc(=O)n4C)OC2 do in these assays?
OTUD3 inh: 6; USP28 block: 23; USP17 block: 85*; USP30 block: 7; UCHL1 block: 6; USP7 block: 0; USP8 block: 40*; USP10 block: 6

What do the screens show for `O=C(CN1CC2(CCOCC2)Oc2ccccc2C1=O)N1CCC(O)CC1`?
OTUD3 inh: 7; USP28 block: -4; USP17 block: 6; USP30 block: 5; UCHL1 block: -2; USP7 block: 0; USP8 block: 12; USP10 block: 0

Results for CCOc1ncccc1C(=O)N1C[C@H]2CC[C@@H](Nc3cnccn3)[C@H]2C1 ?
OTUD3 inh: 5; USP28 block: -3; USP17 block: -4; USP30 block: -143; UCHL1 block: -4; USP7 block: -3; USP8 block: -17; USP10 block: -2

What do the screens show for `O=C(N1CCCCC1)N1CCn2c(nnc2-c2cncc(Br)c2)C1`?
OTUD3 inh: 5; USP28 block: 12; USP17 block: -5; USP30 block: 12; UCHL1 block: 1; USP7 block: -2; USP8 block: -29; USP10 block: 2

What do the screens show for `O=C(NC1CCCCC1)c1nc[nH]c1C(=O)NCC1CCCCC1`?
OTUD3 inh: 1; USP28 block: -5; USP17 block: 2; USP30 block: 0; UCHL1 block: 5; USP7 block: -63; USP8 block: -7; USP10 block: 5

What do the screens show for `O=C(NC1CCCCCC1)C1CCCN(S(=O)(=O)N2CCCCC2)C1` (stereo not drawn)?
OTUD3 inh: 2; USP28 block: 0; USP17 block: 4; USP30 block: -2; UCHL1 block: 2; USP7 block: 0; USP8 block: 17; USP10 block: 0

How did Cc1nc(-c2ccncc2)nc2c1CCC(=O)N2C1CCCC1 do in these assays?
OTUD3 inh: 21; USP28 block: 9; USP17 block: 11; USP30 block: 9; UCHL1 block: 1; USP7 block: -4; USP8 block: 17; USP10 block: -2

What do the screens show for `COc1ccccc1CNCC(O)(c1ccccc1)c1ccc(F)cc1` (stereo not drawn)?
OTUD3 inh: 24; USP28 block: 20; USP17 block: 8; USP30 block: 36*; UCHL1 block: 5; USP7 block: -27; USP8 block: 4; USP10 block: 0

How did Cc1cc(Cl)ccc1OCc1sc(-c2ccc(Cl)cc2)nc1C do in these assays?
OTUD3 inh: -8; USP28 block: -30; USP17 block: -14; USP30 block: -25; UCHL1 block: 0; USP7 block: -14; USP8 block: -14; USP10 block: -1

What do the screens show for `CCC(C)CC(C)/C=C(/C=C(C)/C=C/C=C/C=C/C=C/C=C/c1cc2c(c(=O)o1)[C@H](O)[C@@H](O)C(C(O)C(O)CO)O2)C(=O)O` (stereo partly drawn)?
OTUD3 inh: -36; USP28 block: -45; USP17 block: -26; USP30 block: -315; UCHL1 block: -33; USP7 block: -104; USP8 block: -222; USP10 block: -14

Results for Cc1nc2c(NC(=O)COc3ccc(F)c(F)c3)cccn2n1 ?
OTUD3 inh: 7; USP28 block: 12; USP17 block: 5; USP30 block: 25; UCHL1 block: 7; USP7 block: 6; USP8 block: 21; USP10 block: 3

Results for CC(C)Cn1c(SCC(=O)NCc2ccc(Cl)cc2)nnc1-c1cccc(S(=O)(=O)N2CCOCC2)c1 ?
OTUD3 inh: 4; USP28 block: 9; USP17 block: -3; USP30 block: 12; UCHL1 block: 4; USP7 block: -5; USP8 block: 19; USP10 block: -2

What do the screens show for `O=C(c1[nH]nc2c1COc1ccccc1-2)N1CCC(CCN2CCOCC2)CC1`?
OTUD3 inh: 5; USP28 block: 0; USP17 block: 0; USP30 block: 13; UCHL1 block: 3; USP7 block: 4; USP8 block: 1; USP10 block: 0

What do the screens show for `O=C(Nc1cnn(-c2ncc(N3CCCC3)cn2)c1)C1CCCC1`?
OTUD3 inh: -18; USP28 block: -8; USP17 block: 2; USP30 block: -78; UCHL1 block: -6; USP7 block: -5; USP8 block: -7; USP10 block: -5

How did O=C(CCc1nnc2ccc(N3CCCC3)nn12)NC1CCCC1 do in these assays?
OTUD3 inh: 11; USP28 block: 14; USP17 block: 12; USP30 block: 16; UCHL1 block: 1; USP7 block: 3; USP8 block: 14; USP10 block: -1

What do the screens show for `CCOC(=O)c1ccc(N2CCN(C(C)=O)CC2)c(NC(=O)/C=C/c2cc(Cl)cc(Cl)c2OC)c1`?
OTUD3 inh: -14; USP28 block: -16; USP17 block: -10; USP30 block: -32; UCHL1 block: 5; USP7 block: 9; USP8 block: 4; USP10 block: -1
